# Source: PubChem
# RGS4 inhibitor = blocks human RGS4-accelerated GTP hydrolysis | P49798 | Transcreener GDP fluorescence polarization, RGS4-accelerated GTP hydrolysis | Potency, µM (doses to about 114 µM), for inactives: top-dose activity change, negative = inhibition, most hits filed as inhibitors | 390,000 tested, 0.039% active | AID 504845; further: potency means the concentration at half of the fitted maximal effect; on the % scale 0 is the no-effect control and ±100 the full control effect; nearly all actives have a fitted effect of over 75% in size; some results filed as inactive show a strong effect at the top dose
#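 MLSMR compounds (23 nl, pin-transferred) preincubated 10 min at room temperature with a 500nM (2x) first reagent, then RGS4 at 900nM (2x) plus Transcreener GDP mix added; fluorescence polarization (620/688 nm) read before and after 90 min at 30 °C.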
# rTrxR1 inhibitor = blocks rat thioredoxin reductase 1 | O89049 | recombinant rTrxR1, NADPH fluorescence consumption, selenite substrate | Potency, µM (highest dose often 114 µM), without a hit: at the highest dose activity change, negative = inhibition, hits mostly inhibitors | 390,000 tested, 1% active | AID 588453; further: potency means the concentration at half of the fitted maximal effect; on the % scale 0 is the no-effect control and ±100 the full control effect; nearly all actives have a fitted effect of over 65% in size
# Target sequence (O89049 whole entry, looked up): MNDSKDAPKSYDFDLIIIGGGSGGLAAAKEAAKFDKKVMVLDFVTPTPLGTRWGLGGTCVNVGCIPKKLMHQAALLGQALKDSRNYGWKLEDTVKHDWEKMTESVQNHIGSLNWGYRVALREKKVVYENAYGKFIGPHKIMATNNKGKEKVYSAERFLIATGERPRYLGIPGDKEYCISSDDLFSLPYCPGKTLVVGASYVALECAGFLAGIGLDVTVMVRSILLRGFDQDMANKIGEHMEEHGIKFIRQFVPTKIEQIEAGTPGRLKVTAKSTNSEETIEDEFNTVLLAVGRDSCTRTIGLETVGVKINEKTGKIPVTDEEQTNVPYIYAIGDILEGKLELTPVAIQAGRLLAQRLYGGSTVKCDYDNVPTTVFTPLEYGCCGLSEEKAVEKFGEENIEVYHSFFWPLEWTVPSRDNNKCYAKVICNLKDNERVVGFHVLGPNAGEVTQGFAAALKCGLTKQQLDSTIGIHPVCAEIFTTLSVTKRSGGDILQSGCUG
#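 Rat TrxR1 (90 nM in the dispensed reagent) was pre-reduced with 400 uM NADPH for 5 min at room temperature, then incubated with compound for 15 min. After 400 uM selenite was added, NADPH fluorescence (Ex 340/Em 450 nm) was followed for 8 min.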
# mIDH1 inhibitor = human IDH1 R132H inhibition | O75874 | IDH1-R132H enzyme, NADPH consumption, diaphorase/resazurin fluorescence | Potency, µM (titrated, usually from 76.6 µM), for the others: at the top dose activity change, negative = inhibition, usual class: inhibitors | 390,000 tested, 0.093% active | AID 602179; further: potency means the concentration at half of the fitted maximal effect; on the % scale 0 is the no-effect control and ±100 the full control effect; nearly all actives have a fitted effect of over 65% in size
# Target sequence (O75874 whole entry R132H, stated change not applied): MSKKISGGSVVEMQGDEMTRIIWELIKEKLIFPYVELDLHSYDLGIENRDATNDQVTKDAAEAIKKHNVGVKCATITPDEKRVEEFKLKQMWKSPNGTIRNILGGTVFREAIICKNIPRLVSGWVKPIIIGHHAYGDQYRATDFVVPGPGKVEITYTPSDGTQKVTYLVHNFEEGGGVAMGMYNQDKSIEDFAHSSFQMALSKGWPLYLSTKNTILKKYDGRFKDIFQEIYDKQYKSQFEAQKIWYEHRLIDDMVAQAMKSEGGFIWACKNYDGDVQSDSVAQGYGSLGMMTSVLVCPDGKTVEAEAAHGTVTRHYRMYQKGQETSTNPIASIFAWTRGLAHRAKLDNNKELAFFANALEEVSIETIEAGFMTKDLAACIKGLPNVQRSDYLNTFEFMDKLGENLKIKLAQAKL
#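 IDH1-R132H (0.5 ug/mL dispensed) in pH 7.5 Tris buffer was preincubated 30 min with compound, then given a substrate mix of 0.016 mM NADPH and 2 mM alpha-KG for 80 min at room temperature; remaining NADPH was read by diaphorase/resazurin fluorescence.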
# USP1-UAF1 inh = inhibitors of human USP1/UAF1 deubiquitinase. O94782. recombinant USP1/UAF1, Ub-Rhodamine cleavage fluorescence. Potency, µM (highest dose often 57.1 µM), inactives show at the top dose activity change, negative = inhibition, hits mostly inhibitors. 390,000 tested, 0.23% active. AID 743255; further: potency means the concentration at half of the fitted maximal effect; on the % scale 0 is the no-effect control and ±100 the full control effect; nearly all actives have a fitted effect of over 60% in size; inactives centre near -12
#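 1 nM enzyme complex + cpd, 15 min RT; start with Ub-Rho 150nM final; kinetic fluorescence ex 480/em 540, 6 reads q60 s. Buffer 50mM HEPES pH 7.8, 0.5mM EDTA, 0.1 mg/ml BSA, 1mM TCEP, 0.01% Tween-20.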
# Vif-A3F inh = inhibitors of Vif-A3F interaction. HeLa A3F-eYFP + Vif (tagged APOBEC3F with the HIV-1 protein that degrades it), YFP fluorescence increase. Potency, µM (highest dose often 46.1 µM), inactives show at the top dose activity, negative = active. 390,000 tested, 0.2% active. AID 602313; further: potency means the concentration at half of the fitted maximal effect; % of control where 0% means no effect; nearly all actives have a fitted effect of over 65% in size
#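 Fluorescence increase (Ex 488/Em 500-530) after overnight compound treatment at 37 deg C flags inhibition of Vif-driven A3F-eYFP loss in stable HeLa A3F-eYFP/Vif cells seeded overnight beforehand.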
# TrxR1 substrate = is turned over as a substrate by rat TrxR1; O89049; purified TrxR1 substrate turnover, NADPH consumption readout; Potency, µM (highest dose often 114 µM), inactives show at the highest dose activity change, negative = substrate turnover; 390,000 tested, 0.01% active; further: potency means the concentration at half of the fitted maximal effect; on the % scale 0 is the no-effect control and ±100 the full control effect; nearly all actives have a fitted effect of over 50% in size
#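 Rat TrxR1, dispensed at 90 nM, was prereduced with 400 uM NADPH (final) for 5 min at ~22 deg C, then incubated with compound 15 min before 400 uM selenite. A first-read NADPH fluorescence drop versus no-compound background flagged substrates.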
# GRP78 ERSR act = inducers of ER stress response in human glioma cells; AID 602332; U87-MG GRP78 promoter luciferase reporter, 16 h; 420,000 tested, 0.02% active; Potency, µM, inactives show top-dose activation, actives largely listed as activators; further: potency means the concentration at half of the fitted maximal effect; series mostly up to about 76 µM; % of control where 0% means no effect; nearly all actives have a fitted effect of over 35% in size
#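 ERSR induction read as luciferase luminescence (Bright-Glo, 10 min at room temperature) in stably transfected human U87-MG glioma cells exposed to compounds for 16 h, using GRP78 as sensor.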
# LDHA inh = inhibitors of human lactate dehydrogenase A. purified LDHA, NADH/diaphorase-resazurin fluorescence; stronger effect = lower value. activity change, % (values are at about 110 or 230 µM). 480,000 tested, 0.15% active. AID 1347041; in the data active means activity change below about -30%; inconclusive means mostly about -25% to -30%;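 further: plate controls were DMSO wells for no effect and wells without enzyme for full effect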
#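 Human LDH5 (2 nM) was incubated with 0.06 mM NADH and 0.2 mM pyruvate for 5 min at room temperature in Tris pH 7.4. Remaining NADH was coupled through diaphorase/resazurin, and resorufin fluorescence was read at 0 and 20 min.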
# Vif-APOBEC3G blk = inhibitors of Vif-APOBEC3G interaction | Q9HC16 | HeLa A3G-eYFP + Vif (tagged APOBEC3G with the HIV-1 protein that degrades it), YFP fluorescence, overnight | Potency, µM (doses to about 46.1 µM), for the others: at the top dose activity, negative = active, most hits filed as inhibitors | 410,000 tested, 0.076% active;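 further: potency means the concentration at half of the fitted maximal effect; on the % scale 0 is the no-effect control and ±100 the full control effect; nearly all actives have a fitted effect of over 60% in size; hits raise eYFP signal because A3G escapes Vif-driven loss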
#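 HeLa cells stably expressing Vif and C-terminally eYFP-tagged A3G, seeded overnight at 37 deg C, then exposed to compound by pintool overnight at 37 deg C. Rise in yellow fluorescence (Ex 488/Em 500-530, Acumen) marks blocked Vif-driven A3G degradation.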
# * hit, by the source's call; ? = inconclusive; [ ] = remark or other dose. Unless noted, the call rests on the fitted dose curve; in most records, active means well fitted curve in the direction sought with a large enough effect; inconclusive means small, poorly fitted or top-dose-only effect, or another doubt; inactive means no such curve, though single readings can be large; an effect the other way counts as inactive or inconclusive.
SMILES,RGS4 inhibitor,rTrxR1 inhibitor,mIDH1 inhibitor,USP1-UAF1 inh,Vif-A3F inh,TrxR1 substrate,GRP78 ERSR act,LDHA inh,Vif-APOBEC3G blk
CCOc1cccc(C(=O)Nc2nnc(S(=O)(=O)N(C)c3ccc(C)cc3)s2)c1,9.8%,20.4%,0.0%,-22.5%,-1.2%,1.1%,-0.5%,-16.9,4.0%
Cc1ccc(/C=C2/CCc3c([nH]c4ccccc34)C2=O)cc1,-8.5%,-5.6%,-0.8%,-14.1%,-14.2%,-4.7%,-5.8%,0.6,-4.4%
CC(=O)N1N=C(c2ccccc2O)CC1c1cccs1 (stereo not drawn),-3.2%,10.8%,8.2%,-10.1%,-1.0%,5.4%,2.6%,0.4,-0.3%
O=C(COC(=O)C1CCN(c2ccc(C(F)(F)F)cn2)CC1)NCc1ccccc1,-4.1%,16.2%,2.7%,-16.3%,2.1%,3.8%,-0.6%,-0.1,3.1%
CC(OC(=O)c1cc[n+]([O-])cc1)C(=O)Nc1ccc(C(N)=O)cc1 (stereo not drawn),-35.4%,-5.8%,-0.8%,3.5%,-5.6%,-4.1%,-2.6%,-8.7,-7.0%
O=C(/C=C/c1ccccc1)NCCSc1ccc(Cl)cc1,-22.1%,17.0%[57.1 µM],1.6%,-4.5%,1.4%,5.8%[57.1 µM],-4.7%,-4.0,1.5%
CCCN1CCN(C(=O)c2ccc3nc(CC)c(CC)nc3c2)CC1,-20.4%,-9.7%[57.1 µM],1.0%,-3.6%,7.9%,2.4%[57.1 µM],-1.9%,-2.6,0.8%
CC1CCCCC12NC(=S)N(c1ccccc1)N2 (stereo not drawn),-42.8%,-5.5%[57.1 µM],2.1%,-3.4%,1.5%,-5.7%,-3.9%,-8.4,-1.2%
CCCCC(=O)NCCc1ccc(S(N)(=O)=O)cc1,9.0%,5.6%[57.1 µM],-3.3%,-17.3%,5.6%,3.0%,-4.8%,-3.7,0.6%
CC(c1ccccc1F)n1cc(C(=O)NCCCc2nc3ccccc3[nH]2)nn1 (stereo not drawn),12.3%,1.8%[57.1 µM],2.6%,-11.4%,0.8%,2.1%[57.1 µM],-3.9%,-6.4,3.1%
CC(C)(C)NC(=O)c1ccc(Sc2ccccc2)c([N+](=O)[O-])c1,-16.4%,9.0%[57.1 µM],4.4%,-21.2%,-0.3%,-8.1%[57.1 µM],-5.3%,-1.7,-0.7%
O=C(CC1Sc2ccccc2NC1=O)NCc1cccc(Cl)c1 (stereo not drawn),-24.8%,5.5%[57.1 µM],1.7%,-0.7%,-7.5%,-1.6%[57.1 µM],-9.2%,-1.2,-5.3%
CCOc1ccc(NC(=O)NC2(C(=O)NCc3ccco3)CCCCC2)cc1,-15.6%,10.8%[57.1 µM],-3.1%,-14.5%,8.9%,-2.8%,-0.3%,-5.3,0.4%
O=C(CC1C(=O)NCCN1C/C=C/c1ccccc1)NCCc1cccnc1 (stereo not drawn),-9.2%,19.4%[57.1 µM],-3.9%,?,-12.3%,7.5%[57.1 µM],1.1%,-14.2,5.0%
CN(CC(=O)Nc1ccccc1Cl)C(=O)CCNC(=O)Nc1ccccc1,-1.5%,11.7%,-14.9%,-7.8%,1.1%,-4.8%,7.8%,-2.7,-10.5%
COc1cc(C2/C(=C(\O)c3ccc4c(c3)CC(C)O4)C(=O)C(=O)N2CCN2CCOCC2)cc(OC)c1OC (stereo not drawn),5.8%,-12.3%,-3.7%,3.4%,-31.1%,-9.8%,-6.2%,-3.0,-2.4%
CCOc1ccc(N(C(=O)CNC(=O)c2ccco2)C(C(=O)NC2CCCC2)c2ccncc2)cc1 (stereo not drawn),15.5%,-1.2%[57.1 µM],-7.6%,-11.2%,-4.6%,-2.5%[57.1 µM],-1.1%,5.4,-0.1%
Cc1ccc(N=C2NC(=O)/C(=C/C=C/c3ccco3)S2)cc1,?,44.7µM*,8.0%,-17.8%,?,-5.2%,1.0%,4.9,?
COc1ccc(CNC(=O)c2csc3c2CCCC3)cc1,11.6%,-18.7%,0.9%,3.5%,-9.0%,-7.4%,1.6%,1.4,-0.9%
O=C1c2ccccc2C(=O)c2c1cccc2-n1nnc2ccccc21,-0.2%,12.7%[57.1 µM],-1.0%,-14.3%,-13.5%,7.7%,-9.4%,-4.2,2.0%
O=C(Nc1ccc2c(c1)OCO2)c1ccc(N2CCCC2)c([N+](=O)[O-])c1,21.0%,-1.0%,12.7%,-8.7%,-6.4%,-10.4%,4.1%,6.8,-12.2%
O=C(COC(=O)C1CCN(C(=O)c2ccc(Cl)cc2)CC1)Nc1ccccc1F,4.0%,6.8%,-7.6%,-2.6%,2.2%,1.5%,-3.0%,-4.2,-9.8%
CC(=O)c1cccc(CN2CCN(CC(C)C)C(CCO)C2)c1 (stereo not drawn),19.0%,11.0%,-2.0%,1.2%,-9.4%,2.2%,-2.3%,-9.1,2.6%
CC/C(C)=N/Nc1nc2sc3c(c2c(=O)[nH]1)CC(C)(C)OC3,-47.0%,17.4%,-0.2%,0.6%,-1.2%,5.8%,?,-3.0,-4.1%
O=c1cc(CO)oc(CN2CCCC2)c1O,-12.9%,-4.9%,-4.6%,-5.9%,-2.5%,-7.3%,-2.9%,1.1,2.6%
CCCCNC(=O)[C@@](CC)(ONc1ccccc1C(F)(F)F)c1cccc2ccccc12,-6.9%,18.3%,-10.1%,?,3.1%,-10.8%,-5.1%,2.3,-5.1%
CCCCOc1ccc(-c2nn(-c3ccccc3)cc2C2NC(=O)NC(C)=C2C(=O)OC)cc1 (stereo not drawn),8.1%,12.8%[57.1 µM],-3.9%,-26.3%,1.0%,0.4%[57.1 µM],0.5%,-5.6,6.9%
CCOc1ccc(NC(=O)c2cc3sc(Cl)cc3n2CC)cc1,3.0%,2.1%,-13.7%,10.7%,1.1%,3.6%,-2.2%,-0.3,0.9%
COc1ccc(/C=C/C(=O)NC(=S)NN2CCCCC2c2cccnc2)cc1OC (stereo not drawn),-42.0%,2.7%[57.1 µM],2.3%,-10.1%,1.3%,-24.1%[57.1 µM],0.3%,5.1,0.2%
O=c1c2ccsc2ncn1Cc1cccc(C(F)(F)F)c1,-5.8%,-7.1%,-0.5%,8.7%,5.5%,-5.4%,-1.2%,-4.4,-8.3%
COc1cccc(-n2c(=O)c3c4c(sc3n(Cc3ccc(F)cc3Cl)c2=O)CCCC4)c1,-6.3%,16.4%,18.9%,-8.1%,0.2%,2.4%,-2.5%,0.7,1.7%
O=C(Nc1cc(S(=O)(=O)N2CCOCC2)ccc1N1CCCC1)c1cccnc1Cl,-18.3%[11.4 µM],1.1%,5.3%,-10.6%,-13.9%,5.6%,-7.8%,-0.8,3.1%
CN(CC(=O)Nc1ccccc1Cl)C1CCS(=O)(=O)C1 (stereo not drawn),0.1%,4.2%,20.5%,-10.7%,-9.4%,1.5%,-3.2%,-1.4,0.3%
O=C(NC(=S)NNC(=O)[C@H]1C[C@@H]1c1ccccc1)c1ccc(F)cc1,-37.1%,?,-2.1%,-4.7%,-5.2%,1.4%,1.2%,-2.1,-1.0%
O=C(Cc1ccc([N+](=O)[O-])cc1)N/N=C/c1ccc([N+](=O)[O-])o1,-8.8%,14.1µM*,-9.7%,-5.7%,-6.1%,-3.3%,0.6%,1.1,-13.9%
CC(C)[C@H](NC(=O)c1ccccc1)C(=O)N1CCc2ccccc21,-28.3%,-11.4%,2.1%,-7.8%,?,-1.0%,-4.0%,3.4,0.5%
CC(=O)Nc1ccc(S(=O)(=O)Nc2nc3ccccc3nc2-n2ccc(=NC(=O)c3ccc(F)cc3)cc2)cc1,14.1%,-16.9%[57.1 µM],-8.7%,222.5%[activator],?,-8.6%,0.4%,-2.7,-2.0%
N=c1ccn2c(n1)O[C@H]1[C@@H](CO)[C@H](O)O[C@H]12,5.0%,12.3%,-9.1%,-11.0%,0.2%,-2.0%,0.5%,-7.0,-0.6%
Fc1ccc(CSc2ncnc3ccccc23)cc1,-47.5%,-6.0%[57.1 µM],6.1%,-5.9%,5.2%,-11.0%[57.1 µM],-0.1%,2.5,1.7%
CCOc1ccc(CCNC(=O)c2nnc(Cc3ccc(Cl)cc3Cl)o2)cc1OCC,-21.3%,20.0%,-15.4%,-12.3%,0.0%,4.1%,-0.2%,-19.2,-0.9%
C=CCOc1ccc(Br)cc1/C=C1\NC(=S)N(C(C)=O)C1=O,?,21.4%,-0.5%,-12.9%,6.7%,1.2%,0.5%,-1.8,0.7%

# The list is partial (hit frequency here may not be typical).
